TNAP inh hi DEA – blocks human TNAP under high phosphate acceptor concentration. 0.03% of 200,000 active. purified TNAP, CDP-star luminescence, 1 M DEA. AID 1135. inhibition, % at 20 µM. P05186;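 active = over 50% inhibition of tissue-nonspecific alkaline phosphatase at 20 µM in the single-dose screen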;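 also: plate controls were DMSO wells for no effect and EDTA-quenched wells as full inhibition for full effect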
Target sequence (P05186 whole entry, looked up): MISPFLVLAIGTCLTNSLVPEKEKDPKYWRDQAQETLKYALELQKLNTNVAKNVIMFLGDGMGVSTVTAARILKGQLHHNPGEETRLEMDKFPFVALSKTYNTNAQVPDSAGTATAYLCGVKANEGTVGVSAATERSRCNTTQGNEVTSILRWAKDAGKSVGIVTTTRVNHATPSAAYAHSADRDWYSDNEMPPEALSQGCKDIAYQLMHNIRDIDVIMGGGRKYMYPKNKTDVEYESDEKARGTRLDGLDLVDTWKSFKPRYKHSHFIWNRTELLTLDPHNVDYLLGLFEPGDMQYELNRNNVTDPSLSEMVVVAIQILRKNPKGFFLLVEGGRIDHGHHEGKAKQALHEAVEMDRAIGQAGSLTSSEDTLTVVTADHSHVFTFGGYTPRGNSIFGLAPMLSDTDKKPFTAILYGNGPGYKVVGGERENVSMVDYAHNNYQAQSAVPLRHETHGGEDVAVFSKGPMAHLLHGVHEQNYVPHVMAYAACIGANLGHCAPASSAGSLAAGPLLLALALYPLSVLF
TNAP inh no acc – inhibitors of human TNAP without phosphate acceptor; P05186; purified TNAP, CDP-star luminescence, 30 min; inhibition, % at 20 µM; 0.26% of 200,000 active; AID 1012;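 active = tissue-nonspecific alkaline phosphatase inhibition above about 50% at 20 µM in the single-dose screen, limit read from the data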;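 also: 0% = DMSO negative control and 100% = EDTA positive control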
S1P3 antag – S1P3 (human) receptor antagonism; CHO S1P3 NFAT-BLA reporter, FRET fluorescence, antagonist mode; Q99500; AID 485; inhibition, % at 4.98 µM; 0.27% of 170,000 active;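 active = inhibition above the plate cutoff, the mean inhibition of test wells on that plate plus 3 SD, cut at about 28% in these data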;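 also: cells challenged with S1P at its EC80 of 0.8 µM; blue over green emission ratio from cleaved BLA substrate after 4 h stimulation; 0% = S1P-stimulated wells and 100% = unstimulated DMSO-only wells; some compounds past the cut are filed as inactive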
Target sequence (Q99500 whole entry, looked up): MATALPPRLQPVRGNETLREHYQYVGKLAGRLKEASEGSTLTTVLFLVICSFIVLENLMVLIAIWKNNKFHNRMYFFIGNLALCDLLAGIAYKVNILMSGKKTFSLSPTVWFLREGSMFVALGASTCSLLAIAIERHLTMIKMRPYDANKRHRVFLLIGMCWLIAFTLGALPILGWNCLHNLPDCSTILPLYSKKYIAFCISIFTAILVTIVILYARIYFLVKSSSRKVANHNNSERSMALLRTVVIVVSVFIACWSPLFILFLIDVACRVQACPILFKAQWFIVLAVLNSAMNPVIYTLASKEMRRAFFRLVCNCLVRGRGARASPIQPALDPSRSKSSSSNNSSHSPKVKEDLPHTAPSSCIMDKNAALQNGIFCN
Hsp70 act – transcriptional activators of Hsp70; HeLa Hsp70 promoter luciferase reporter, luminescence; scaled: vehicle 0, proteasome-inhibitor control 100%; activation, % at 10 µM; 0.04% of 200,000 active; AID 1203;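 active = activation above the mean across all tested compounds plus 3 SD, cutoff set per campaign, cut at about 5.5% in these data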;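 also: 100% = MG132 at 30 µM as the positive control and 0% = DMSO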
Efa HMGR inh – inhibitors of class II HMG-CoA reductase from Enterococcus faecalis; purified E. faecalis HMGR, NADPH absorbance 340 nm kinetic; inhibition, % at 10 µM; 0.41% of 190,000 active; AID 1066;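 active = inhibition above a set limit, the median over all tested compounds plus 3 SD, cut at about 9.5% in these data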;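 also: enzyme runs in reverse so mevalonate oxidation gives rising NADPH absorbance; 0% = complete reaction with DMSO and 100% = background rate lacking mevalonate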
PMI act – activators of human phosphomannose isomerase; P34949; purified human PMI, coupled resazurin fluorescence, 20 min; active compounds read high; 1 = vehicle control, 0 substrate-free wells; activation factor at 20 µM; 0.005% of 190,000 active;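 active = activation factor of 2 or more at 20 µM, relative to plate controls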
RAM network inh – yeast RAM network inhibition. S. cerevisiae dse1pr::URA3 reporter, 5-FOA growth OD615, 2 d; analog-sensitive cbk1-as2 kinase mutant strain. inhibition, % at 50 µM. 1.8% of 190,000 active. AID 868;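 active = inhibition above a set limit, 3 SD over mean compound inhibition, cut at about 8.4% in these data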;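 also: 0% = DMSO-only wells with no growth and 100% = 10 µM 1-NA-PP1 full growth; inhibition rescues growth on 5-FOA so higher OD means more RAM inhibition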
PMI act hi M6P – PMI (human) activation, high substrate. coupled PMI enzyme assay, resazurin fluorescence, 20 min; active compounds read high; 1 = untreated enzyme, 0 = substrate-free blank. 0.34% of 190,000 active. activation factor at 20 µM;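 active = activation factor of 2 or more at 20 µM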
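Material: human phosphomannose isomerase with PGI, G6PDH, diaphorase coupling enzymes / Reagent: Man-6-P substrate 1.0 mM / Dosing: single compound dose of 20 µM, 1% DMSO final / Incubation: enzyme reaction with compound 20 min at room temperature / Signal: resorufin fluorescence (Ex 544/Em 590 nm) from resazurin via diaphorase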
Lmaj promast – Leishmania major promastigote growth inhibition; 9% of 200,000 active; inhibition, % at 10 µM; Leishmania major promastigotes, resazurin fluorescence viability; in the data active = inhibition above about 50%;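 also: promastigotes grown with compound for 44 hours at 28 °C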
DTT redox prof – compounds producing H2O2 with reducing agent – biochemical, NIH compound library profiling, artefact control for MLSCN library redox annotation, primary screen. 0.03% of 200,000 active. DTT-dependent redox cycling H2O2, phenol red/HRP absorbance; 100% = 100 µM peroxide control, 0% = buffer. activation, % at 10 µM;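 active = activation of at least 50% relative to the plate's high and low controls in the primary single-dose screen; inactive = activation below 50%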;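 also: compound incubated with DTT at 0.8 mM final as the reducing agent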
Active calls of the source: *; · = not tested or not shown. No enrichment for hits. Share with any hit: about 12%.

SMILES	TNAP inh hi DEA	TNAP inh no acc	S1P3 antag	Hsp70 act	Efa HMGR inh	PMI act	RAM network inh	PMI act hi M6P	Lmaj promast	DTT redox prof
CNc1nc(-c2ccc3c(c2)CCN3C(=O)CC(C)(C)C)c(C)s1	-6	-7	6	0.3	3	1.2	1.8	1.2	7	0.0
Cn1c(C(=O)OC(C(=O)NC2CCCC2)c2ccncc2)cc2sccc21 (stereo unspecified)	-4	-10	23	-0.3	-5	1.1	1.3	1.1	11	2.2
CC[n+]1c(P(=O)([O-])c2ccccc2)[nH]c2ccccc21	-6	-11	·	-0.2	-1	1	2.2	1	0	1.8
CCS(=O)(=O)N1CCN(C(=O)c2ccco2)CC1	1	-6	·	-0.3	4	0.9	0.1	0.9	-6	0.6
COC(=O)CSC1=C(C#N)C(=O)NC2(CCCCC2)S1	3	-4	8	-0.3	2	1	0.5	1	-3	0.7
N#Cc1cc2c(nc1SCC(O)CS(=O)(=O)Cc1ccccc1)CCCC2 (stereo unspecified)	-5	-2	-2	-0.1	-5	1	1.6	1.1	26	-1.0
Cc1cc(Cl)ccc1OCC(=O)OCC(=O)Nc1ccc(F)c([N+](=O)[O-])c1	5	2	-12	-0.1	-2	0.9	9.2*	0.9	10	-0.6
Cc1ccccc1C(=O)NNC(=O)CCc1ccccc1	-3	-15	-8	-0.2	-7	1	2.2	0.9	-1	0.0
CCCCCn1c(Sc2ccccc2)nc2c1c(=O)[nH]c(=O)n2C	-4	-6	·	0.0	-7	1	3.5	1	2	-0.8
CC1CCN(Cc2ccc(NC(=O)C3CCN(c4nnc(-n5cccc5)s4)CC3)cc2)CC1	-5	-11	-7	0.3	-5	0.9	-0.6	0.9	92*	0.1
COCCOc1cc(NC(=O)c2cccc(OC)c2)c(Cl)cc1Cl	0	-9	-1	-0.1	-5	1	1.2	1	6	-1.0
CN(Cc1ccccn1)C(=O)CC1C(=O)NCCN1Cc1cccc(Oc2ccccc2)c1 (stereo unspecified)	-4	-11	-20	-0.1	-3	1	-0.5	0.7	1	-0.8
O=C(CSc1nnnn1Cc1ccccc1)Nc1ccc2c(c1)OCCO2	-6	-15	0	0.0	0	0.9	0.1	0.9	1	0.8
CCN(CC)C(=O)CSc1nc2ccsc2c(=O)n1CCCC(=O)NCCc1ccc(S(N)(=O)=O)cc1	-1	-1	-45	-0.3	3	1.1	5.2	1.1	1	-1.2
COc1ccc(O[C@H]2C=C[C@@H](c3ccccc3)O[C@@H]2COC(=O)CC/C(C)=N/OC[C@@H](O)COCc2ccco2)cc1	-4	-4	-14	-0.2	-3	0.9	7.1	0.8	-2	0.1
CN(c1ccc(C(=O)N2CCOCC2)cc1[N+](=O)[O-])C1CCCCC1	8	6	·	-0.1	-4	1	2.7	1.1	-5	-4.1
O=c1c2ccccc2sc2ccc(Cl)cc12	-1	-19	3	-0.3	-4	1.1	4.6	1	-11	0.1
COc1ccc(C(=O)Cc2ccc(F)cc2)c(OC)c1	-2	-17	-10	-0.3	-4	1	0.9	0.9	-9	0.0
O=C1CCC(=O)N1OCCOc1ccc2c(c1)CCC2	-3	-10	19	-0.2	1	0.9	0.1	0.9	0	0.2
CN(C)c1nc(N)nc(CSc2nnnn2-c2ccccc2)n1	3	-9	·	-0.2	-3	1	1.5	1	-3	0.3
Cc1nc2c(Cl)cccc2[nH]1	-9	-14	·	-0.5	1	1	1.2	1	1	0.3
COc1ccc2c(-c3ccccc3)cc(SCC(=O)N(C)C3CCS(=O)(=O)C3)nc2c1 (stereo unspecified)	-5	-3	-1	0.5	-3	1.2	3.4	1.3	16	-0.5
COc1cc(NC(=O)c2cc3c(=O)n(C)c4ccccc4c3n2C)cc(OC)c1OC	-8	-23	-8	-0.4	-1	0.8	1.1	0.8	-4	-1.1
Cc1cccc(C)c1NC(=O)C1(N(Cc2ccco2)C(=O)CC2NC(=O)NC2=O)CCCCC1 (stereo unspecified)	-8	-12	·	-0.1	1	1	-0.3	0.9	35	-2.7
O=C(NC1CCCC1)c1ccc(Br)s1	-2	-7	8	-0.1	-5	1	-0.9	1.1	0	0.6

Three entries already listed, sorted by number of heavy atoms, rising:
SMILES	TNAP inh hi DEA	TNAP inh no acc	S1P3 antag	Hsp70 act	Efa HMGR inh	PMI act	RAM network inh	PMI act hi M6P	Lmaj promast	DTT redox prof
O=c1c2ccccc2sc2ccc(Cl)cc12	-1	-19	3	-0.3	-4	1.1	4.6	1	-11	0.1
CCS(=O)(=O)N1CCN(C(=O)c2ccco2)CC1	1	-6	·	-0.3	4	0.9	0.1	0.9	-6	0.6
CC[n+]1c(P(=O)([O-])c2ccccc2)[nH]c2ccccc21	-6	-11	·	-0.2	-1	1	2.2	1	0	1.8

(list continues)
SMILES	TNAP inh hi DEA	TNAP inh no acc	S1P3 antag	Hsp70 act	Efa HMGR inh	PMI act	RAM network inh	PMI act hi M6P	Lmaj promast	DTT redox prof
CCc1ccc(OCCCC(=O)Nc2ccc(N3CCCCC3)cc2)cc1	1	-9	·	-0.1	-6	1	2.3	1	-1	1.3
CCn1cc([N+](=O)[O-])c(C(=O)N2N=C(c3ccc(Cl)c(Cl)c3)CC2c2ccccc2O)n1 (stereo unspecified)	-4	-2	-5	-0.2	3	0.9	3.7	0.9	14	-0.3
CCOC(=O)C1CCCN(C(=O)c2ccc(Cn3c(=S)[nH]c4cc(C(=O)OC)ccc4c3=O)cc2)C1 (stereo unspecified)	-2	-3	-4	0.1	0	1.1	4.9	1.1	13	-0.8
Cc1cc(C)n(S(=O)(=O)c2ccc(C(C)(C)C)cc2)n1	-1	-7	15	0.3	1	0.8	1.8	0.8	23	0.6
COC(=O)c1ccccc1NC(=O)CSc1nccn1C	5	3	·	-0.4	2	1	1.4	1.1	0	-0.6
Cn1nc(C(F)(F)F)c2cc(C(=O)Nc3ccc(F)cc3F)sc21	-4	-8	·	-0.2	-12	1	1.6	1	6	-3.3
CC1CC(C)CN(CCCNC(=O)Cc2c(C(=O)O)n(C)c3ccccc23)C1 (stereo unspecified)	-1	-8	·	-0.4	-3	1	0.6	1	-2	0.7
Cc1ccc(NC(=O)C2C(c3ccccc3)C2(Cl)Cl)c(C)c1 (stereo unspecified)	-8	-16	·	-0.2	-1	0.8	1.7	0.9	41	0.1
O=c1[nH]c(SCCOc2cccc3ccccc23)nc2ccccc12	3	-3	14	-0.2	-6	1.1	5.2	1	2	-0.7
CN(C)c1ccc(C2C3C(=O)NC(=O)C3ON2c2ccc(Cl)cc2)cc1 (stereo unspecified)	1	0	-26	-0.2	-4	0.8	0.3	0.8	-9	-1.1
CCc1ccc(OCC(=O)Nc2ccc3c(c2)COC3=O)cc1	0	-8	·	0.2	2	0.9	5.7	0.9	4	1.4
Cc1ccc(/C=N/NC(=O)NN(C)c2ncc(C(F)(F)F)cc2Cl)cc1	0	0	-3	-0.2	-7	0.9	2.4	0.9	8	0.9
Cc1c(Cl)cnc(NC(=O)CSc2nncs2)c1Cl	-1	4	-17	-0.2	-3	0.9	0.4	0.8	-6	0.3
N#C/C(=C(/O)CN1CCN(c2ccccc2F)CC1)c1nc(-c2ccccc2)cs1	0	-6	·	-0.3	-4	1.1	2.4	1.6	-9	-4.6
CCNc1nc(NCC)nc(SCC(C)=O)n1	0	0	-2	-0.1	-1	1.1	0.8	1	-6	-0.4
c1ccc(C[n+]2c(-c3ccccc3)csc2Nc2ccccc2)cc1	-4	-9	0	-0.2	-11	0.9	3.9	1	2	0.5
CCCCN(C(=O)CNC(=O)c1cccs1)C(C(=O)NC1CCCCC1)c1cccnc1 (stereo unspecified)	-1	-5	·	0.1	1	1.1	1.7	1.1	-5	8.8
CC(=O)Nc1ccc(OCC(O)Cn2nc(C)nc2C)cc1 (stereo unspecified)	1	-6	-40	0.2	0	0.9	0.3	0.9	-3	0.5
CCCS(=O)(=O)N1CCC(C(=O)NCCCOCC)CC1	3	-3	24	-0.3	-5	0.8	0.1	0.9	0	-0.1
Cc1ccc2cc3cc(C(=O)NCCC(C)C)oc3nc2c1	-1	-9	17	0.0	6	1	5.3	1	0	0.3
O=C1CCCc2c1[nH]c1ccccc21	-1	-8	30	-0.2	3	0.9	-0.3	0.9	3	0.1
Cc1ccc(-n2c(C)nc3c(cnn3-c3ccc(F)cc3)c2=O)cc1C	-10	-4	-11	-0.5	-12	1	2.3	0.9	-5	3.5
O=C(c1ccc(Cl)cc1)N1CCCC(c2ccccc2)=N1	-1	-3	·	-0.3	0	0.9	1.6	0.9	27	-3.5
CCOC(=O)N1CC=C2C(C#N)=C(N)C(C#N)(C#N)[C@H](c3ccc(OCC)c(OCC)c3)[C@H]2C1	1	-4	-40	0.0	-3	0.9	2.6	1	14	1.8
Cc1cc(C)c2cc(C#N)c(NCCCNC(=O)CCC(=O)O)nc2c1	-2	-14	-10	-0.3	2	1.2	1.7	1.1	-4	1.1
Next compounds:
SMILES	TNAP inh hi DEA	TNAP inh no acc	S1P3 antag	Hsp70 act	Efa HMGR inh	PMI act	RAM network inh	PMI act hi M6P	Lmaj promast	DTT redox prof
COc1cccc(C2C(C(C)=O)=C(O)C(=O)N2Cc2ccco2)c1 (stereo unspecified)	3	-4	·	0.0	1	1	5.4	1	0	-0.3
CN(C)c1ccc(C(=O)Nc2nnc(-c3ccc(Cl)cc3)o2)cc1	-3	-26	-8	0.1	-5	1.1	2.2	1.1	49	-2.1
CC(C)C(=O)Nc1ccc(N2CCCC2)cc1	3	1	·	0.1	-3	1	0.2	1	1	-0.6
COc1cc(CNCCc2ccccc2F)ccc1OCC(=O)N1CCCCC1	-6	-9	-4	-0.1	0	1	0.0	1	32	-2.7
CCOC(=O)Cc1csc(NC(NC(=O)OCC)(C(=O)OCC)C(F)(F)F)n1 (stereo unspecified)	·	·	·	-0.2	1	·	0.2	·	-3	0.7
CC(C)c1csc(CN2CCN(CCc3ccccc3)C(CCO)C2)n1 (stereo unspecified)	4	2	-18	0.2	-5	1.1	-0.9	1.1	89*	-0.9
Cn1c(=O)c2ccccc2n(Cc2ccccc2F)c1=O	-8	-11	-9	-0.4	-7	1	2.1	1	-3	-0.4
COc1cccc(NC(=O)N2CCCC2C(=O)NC(C)C)c1 (stereo unspecified)	-2	-1	-9	-0.2	-2	0.8	-0.7	0.9	-3	1.5
Cc1ccc(N(CC(=O)N2CC(=O)Nc3ccccc32)S(=O)(=O)c2ccc3c(c2)OCCO3)cc1	-2	-5	·	-0.1	0	0.9	2.8	0.9	3	2.8
CNC(=S)Nc1ccc(C(N)=O)cc1	-8	-10	-12	-0.1	-6	1	2.0	0.9	-6	-2.3
N/C(=N\OC(=O)CCCOc1ccc(Cl)cc1Cl)c1ccccn1	-1	5	-16	0.0	-4	1	2.9	1	0	0.0
O=C1/C(=C/c2cccs2)Cc2ccccc21	0	7	-20	-0.2	-4	0.9	1.2	0.9	0	0.1
CC(OC(=O)C1=NNC(=O)CC1)C(=O)Nc1ncc(Cl)cc1Cl (stereo unspecified)	0	5	-4	-0.1	1	0.9	1.6	0.9	-4	-0.3
CCOC(=O)N1CCN(C(=O)c2ccc3c(=O)n(CCC4=CCCCC4)c(=S)[nH]c3c2)CC1	1	-1	-5	-0.3	-3	1	3.0	1	37	-1.3

Screens (PubChem)
